Bioassay records as filed in PubChem BioAssay.
ROMK mod: modulators of human ROMK potassium channel | P48048 | Tet-inducible ROMK, thallium flux fluorescence; actives lie on both sides | B-score at 10 µM | 2% of 130,000 active;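 active = signal ratio slope over the read window, or its plate-corrected B-score, at least 3 SD from the plate mean, either direction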;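 note: B-score of the F/F0 ratio slope over 7 to 12 s after thallium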
PPARg SRC-1 ag: promotes SRC-1 coactivator recruitment by human PPARgamma; 0.41% of 200,000 active; P37231; PPARgamma-SRC-1 coactivator recruitment biochemical assay; activation, % at 8 µM; in the data active = activation above about 19%;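 note: 0% = DMSO and 100% = reference agonist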
Target sequence (P37231 whole entry, looked up): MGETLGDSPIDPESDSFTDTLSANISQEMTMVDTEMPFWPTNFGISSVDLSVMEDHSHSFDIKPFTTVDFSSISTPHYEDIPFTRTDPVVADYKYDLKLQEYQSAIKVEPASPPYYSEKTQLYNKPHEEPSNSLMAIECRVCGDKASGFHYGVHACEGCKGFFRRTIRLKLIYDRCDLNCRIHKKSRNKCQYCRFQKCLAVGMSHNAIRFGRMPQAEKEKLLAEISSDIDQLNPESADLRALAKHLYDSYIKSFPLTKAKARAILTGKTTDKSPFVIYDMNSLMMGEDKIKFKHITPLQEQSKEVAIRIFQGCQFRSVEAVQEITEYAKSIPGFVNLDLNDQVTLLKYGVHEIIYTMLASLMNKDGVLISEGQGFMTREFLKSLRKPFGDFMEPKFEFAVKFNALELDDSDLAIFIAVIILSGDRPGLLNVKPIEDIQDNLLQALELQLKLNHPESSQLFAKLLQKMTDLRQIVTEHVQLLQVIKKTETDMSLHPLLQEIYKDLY
HMGR II inh: inhibitors of class II HMG-CoA reductase from Enterococcus faecalis | 0.41% of 190,000 active | purified E. faecalis HMGR, NADPH absorbance 340 nm kinetic | inhibition, % at 10 µM;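 active = inhibition above a set limit, the median over all tested compounds plus 3 SD, cut at about 9.5% in these data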;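 note: enzyme runs in reverse so mevalonate oxidation gives rising NADPH absorbance; 0% = complete reaction with DMSO and 100% = background rate lacking mevalonate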
bIAP inh: blocks bovine intestinal alkaline phosphatase activity; purified bovine IAP, CDP-star luminescence, 30 min; inhibition, % at 20 µM; 190,000 tested, under 10 active;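 active = over 50% inhibition of intestinal alkaline phosphatase at 20 µM in the single-dose screen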
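Assay system – bovine IAP enzyme · Quantity – bovine IAP at 1/65,000,000 final dilution · Detection – CDP-star luminescence signal · Times – 30 min reaction at room temperature · Also added – CDP-star substrate at 30 µM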
S1P3 antag: S1P3 (human) receptor antagonism; Q99500; CHO S1P3 NFAT-BLA reporter, FRET fluorescence, antagonist mode; inhibition, % at 4.98 µM; 0.27% of 170,000 active; AID 485;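 active = inhibition above the plate cutoff, the mean inhibition of test wells on that plate plus 3 SD, cut at about 28% in these data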;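 note: cells challenged with S1P at its EC80 of 0.8 µM; blue over green emission ratio from cleaved BLA substrate after 4 h stimulation; 0% = S1P-stimulated wells and 100% = unstimulated DMSO-only wells; some compounds past the cut are filed as inactive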
Target sequence (Q99500 whole entry, looked up): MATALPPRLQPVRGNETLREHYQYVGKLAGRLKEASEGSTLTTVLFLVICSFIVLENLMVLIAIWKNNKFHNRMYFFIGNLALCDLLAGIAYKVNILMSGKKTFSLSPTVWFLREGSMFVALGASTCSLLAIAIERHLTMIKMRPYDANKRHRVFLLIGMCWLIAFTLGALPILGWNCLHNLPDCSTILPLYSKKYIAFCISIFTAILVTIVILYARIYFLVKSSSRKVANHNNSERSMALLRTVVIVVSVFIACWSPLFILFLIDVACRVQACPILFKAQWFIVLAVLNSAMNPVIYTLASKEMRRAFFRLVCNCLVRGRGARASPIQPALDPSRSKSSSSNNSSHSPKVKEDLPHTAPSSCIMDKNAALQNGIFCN
RAM inhibit: inhibitors of the yeast RAM network | inhibition, % at 50 µM | S. cerevisiae dse1pr::URA3 reporter, 5-FOA growth OD615, 2 d; analog-sensitive cbk1-as2 kinase mutant strain | 1.8% of 190,000 active | AID 868;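 active = inhibition above a set limit, 3 SD over mean compound inhibition, cut at about 8.4% in these data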;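 note: 0% = DMSO-only wells with no growth and 100% = 10 µM 1-NA-PP1 full growth; inhibition rescues growth on 5-FOA so higher OD means more RAM inhibition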
Lmaj promast: inhibitors of Leishmania major promastigote growth; 9% of 200,000 active; inhibition, % at 10 µM; Leishmania major promastigotes, resazurin fluorescence viability; AID 1063; in the data active = inhibition above about 50%;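 note: promastigotes grown with compound for 44 hours at 28 °C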
PPARg SRC-2 ag: promotes SRC-2 coactivator recruitment by human PPARgamma. AID 1032. PPARgamma LBD-SRC-2 recruitment, biochemical. 0.34% of 200,000 active. activation, % at 8 µM. P37231; in the data active = activation above about 22%;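 note: 0% = vehicle and 100% = reference agonist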
DTT redox prof: compounds producing H2O2 with reducing agent – biochemical, NIH compound library profiling, artefact control for MLSCN library redox annotation, primary screen | DTT-dependent redox cycling H2O2, phenol red/HRP absorbance; 100% = 100 µM peroxide control, 0% = buffer | 0.03% of 200,000 active | activation, % at 10 µM | AID 878;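 active = activation of at least 50% relative to the plate's high and low controls in the primary single-dose screen; inactive = activation below 50%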;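 note: compound incubated with DTT at 0.8 mM final as the reducing agent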
PPARg SRC3 recr: agonists of human PPARgamma SRC-3 coactivator recruitment; biochemical PPARgamma/SRC-3 coactivator recruitment assay; activation, % at 8 µM; 0.26% of 200,000 active; AID 731; in the data active = activation above about 23%;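 note: 0% = DMSO and 100% = reference agonist; some compounds past the cut are filed as inactive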
SRC2 TRFRET art: counter-screen for PPARgamma SRC-2 recruitment agonists: TR-FRET artefact | TR-FRET ratio at 8 µM | stronger effect = higher value | 0.4% of 200,000 active | AID 1049; in the data active = TR-FRET ratio above about 2000; note: inactives centre near 1500; reference of the scale not given here
* marks the source's active call; other numbers are inactive results; . = not tested or not shown. Hits appear at their usual frequency, and some 13% of all compounds hit somewhere here.

SMILES	ROMK mod	PPARg SRC-1 ag	HMGR II inh	bIAP inh	S1P3 antag	RAM inhibit	Lmaj promast	PPARg SRC-2 ag	DTT redox prof	PPARg SRC3 recr	SRC2 TRFRET art
Cc1c(C(=O)NCCC2=CCCCC2)oc2ccc(S(=O)(=O)N3CCC4(CC3)OCCO4)cc12	.	1	2	-8	.	5.5	32	-5	2.0	-5	1444
O=C(OCc1cccc([N+](=O)[O-])c1)c1cc(=O)[nH]c2ccccc12	1.1	2	-1	-2	-19	3.8	-4	-11	-0.7	-2	1656
CCOC(=O)/C(=N\Nc1cccc(C(F)(F)F)c1)N(CCOC)CCOC	-0.29	0	-5	-1	.	0.1	-11	6	-0.5	4	1613
COc1ccc(C(=O)CCC(=O)O)c(C)c1	4.3*	-2	-2	14	.	0.8	-5	5	0.1	-4	1632
CCn1cc(C(=O)O)c(=O)c2cnc(N3CCN(C(=O)Nc4ccccc4)CC3)nc21	0.96	-4	.	.	-17	.	9	-9	2.5	-9	1530
Cc1[nH]c2ccc3c(ncn3CCC#N)c2c1C	1.2	6	3	2	.	0.4	0	8	-3.4	0	1516
CCc1ccc(C2=NNC(=Nc3cccc(S(=O)(=O)N(C)C)c3)SC2)cc1	0.56	4	-1	-2	-3	2.7	-2	9	0.1	0	1503
O=S(=O)(Nc1ccc2c(c1)nc1n2CCN(Cc2ccccc2)C1)c1ccc(Cl)cc1	.	6	-8	-10	3	0.9	97*	9	0.2	8	1635
CCOc1c(Br)cc(C(N)=O)cc1OC	.	2	-8	6	.	1.4	-2	5	-0.5	1	1483
CCOc1ccc(C(=O)NN2C(=O)C3C4C=CC(O4)C3C2=O)cc1 (centres undefined)	.	-2	-3	0	.	-0.7	-4	2	0.5	-1	1647
Cc1ccccc1NC(=O)CSc1ccc(-c2ccco2)nn1	-0.11	2	0	.	-1	3.3	-1	10	0.0	4	1671
OCCNC(=S)Nc1ccc2nsnc2c1	-1.6	15	-1	-1	7	1.0	-2	15	-0.8	10	1757
CCOc1ccc(NC(=O)c2cnc3scc(C)n3c2=O)cc1	.	1	.	16	-22	.	-9	2	-3.1	8	1568
CCCNC(=O)CSc1nc2ccc(OCC)cc2s1	-0.057	-2	0	-14	-7	3.2	-3	-2	0.2	-1	1427
CCOc1ccc(C(=O)NC(=S)Nc2cccnc2)cc1	0.36	5	2	-2	0	1.4	18	6	-0.5	3	1732
CCc1cccc(C)c1NC(=S)N(Cc1cccnc1)Cc1ccco1	0.0079	-4	0	.	-2	2.0	39	6	-0.6	2	1709
CCOc1ccc(-c2cc(C(=O)NCCCn3ccnc3)c3ccccc3n2)cc1	-2.8	3	-4	-3	4	-0.4	28	2	0.1	4	1549
Cc1ccc(C2CC(=O)C=C(O)C2)cc1 (centres undefined)	0.062	0	1	-7	.	1.7	-2	4	0.1	1	1440
O=C(NCCCN1CCOCC1)C(=O)NCc1ccc(Cl)cc1	0.014	0	3	-4	-8	1.0	-3	0	-0.1	6	1428
O=Cc1c(Cl)[nH]c(=O)n1-c1ccccc1	0.39	12	-5	-4	1	1.4	-5	8	-1.1	8	1692
O=C(c1ccc(Cl)cc1)c1ccc(OCC(O)CN2CCCCC2)cc1 (centres undefined)	.	0	8	-3	.	-0.9	99*	-5	-0.1	8	1416
N/C(=N\OC(=O)COc1ccc(Cl)cc1Cl)c1cccnc1	0.53	1	2	-4	16	1.9	-12	-6	-0.5	0	1484
CCOc1ccc(/C=N/OCC(=O)Nc2ccc3c(c2)OCO3)cc1	-1.7	11	-5	9	-9	4.2	-3	10	-1.5	3	1635
COc1ccc(-c2noc(-c3ccccc3-c3ccccc3)n2)cc1	.	8	-1	21	.	8.0	1	-1	-3.5	9	1690
O=C(Nc1ccccc1C(=O)O)c1ncn[nH]1	0.54	3	-6	0	19	2.7	-4	-7	1.6	0	1495
More entries
SMILES	ROMK mod	PPARg SRC-1 ag	HMGR II inh	bIAP inh	S1P3 antag	RAM inhibit	Lmaj promast	PPARg SRC-2 ag	DTT redox prof	PPARg SRC3 recr	SRC2 TRFRET art
CN(c1ccccc1)S(=O)(=O)c1ccc(NC(=O)c2ccco2)cc1	-0.13	13	3	-10	4	1.7	26	6	-1.1	4	1610
CCOc1ccc(OCCSc2nc3ccccc3o2)cc1	.	4	-8	26	.	0.0	0	-4	5.5	2	1398
COC(=O)C1=C(O)CSC1=Nc1cccc(C(F)(F)F)c1	-0.43	0	2	0	6	1.2	-9	1	-2.5	2	1603
COc1ccc(Oc2cc(C(F)(F)F)cnc2C(N)=O)cc1	0.95	-4	-1	11	.	-0.9	-3	2	0.1	-7	1518
CC1(O)C(=O)c2ccccc2N(c2ccccc2)C1=O (centres undefined)	.	10	-2	24	.	1.9	-2	2	-0.8	13	1664
O=C(C1CCN(S(=O)(=O)c2cccc3cccnc23)CC1)N1CCN(c2ccccc2)CC1	.	2	-3	-5	-13	0.6	-4	-8	-0.2	2	1594
Cc1cc(=O)[nH]c(SCC(=O)Nc2nc(-c3ccccc3)cs2)n1	.	0	-3	1	-20	-0.6	-11	1	2.1	-6	1536
CCCCNC(=S)NNC(=O)c1nn(C)cc1Cl	.	-2	-4	7	.	0.9	-6	5	1.6	10	1714
c1ccc(-c2nnc3sc(-c4ccncc4)nn23)cc1	-0.2	4	-2	9	1	-0.3	5	16	-0.2	2	1695
COc1cc(/C=C/C(=O)C2C(=O)C=C(C)OC2=O)cc(OC)c1O (centres undefined)	.	5	0	16	-7	1.0	44	-3	0.6	1	1528
Cn1c(CCc2ccc(N)cc2)nc2ccccc21	0.016	3	-6	2	-13	0.2	3	8	-0.2	6	1436
COc1ccccc1Nc1ccc([N+](=O)[O-])cn1	-1.2	3	-3	15	5	-0.9	1	-3	-0.4	0	1812
COC(=O)c1ccc(N=NNc2ccccc2)cc1	0.31	2	-1	-4	-5	0.4	-7	2	0.1	5	1522
COc1ccc(NC(=O)CSc2nnc(Cc3ccccc3)o2)c(OC)c1	0.64	2	0	-38	12	1.8	-2	11	0.6	-1	1566
CC(C)N(c1ccccc1)c1ncnc(NCCC(=O)O)c1[N+](=O)[O-]	.	0	2	20	.	-0.1	-5	3	1.6	0	1645
CCCn1c(=N)c(C#N)cc2c(=O)n3cccc(C)c3nc21	-0.073	1	-4	-3	2	0.0	9	5	-0.1	0	1517
Cc1ccc2c(c1)C1(OCCO1)C(=O)N2	0.35	8	-3	9	.	2.9	-3	13	0.3	6	1611
Cc1ccc(N2CCN(C(=O)N3CCOCC3)CC2)c(C)c1	0.43	-2	3	-3	-2	1.1	-9	-11	6.5	-3	1506
COc1ccccc1NS(=O)(=O)c1ccc(N/N=C(\C)C(C)C)c([N+](=O)[O-])c1	-1.1	4	4	10	-12	4.5	-1	-3	0.5	-2	1634
Cn1c(COc2ccccc2)nnc1SCC(=O)Nc1ccc(S(N)(=O)=O)cc1	0.4	2	-3	11	.	2.4	-3	1	0.2	-3	1533
O=C1C2ON(c3ccc(Br)cc3)C(c3cccnc3)C2C(=O)N1C1CCCCC1 (centres undefined)	0.1	-7	1	10	19	2.5	85*	-11	3.2	-6	1546
CN1CC(=O)N(CC(=O)N2N=C(c3ccc(Cl)cc3)CC2c2ccco2)C1=O (centres undefined)	-0.68	4	0	-17	10	0.7	-3	-6	-0.3	-2	1483
COc1ccc(S(=O)(=O)N2CCC(C(=O)N3CCc4ccccc4C3)CC2)cc1	.	-5	-7	-25	-44	2.4	0	-3	2.4	-4	1377
Cc1cc(S(=O)(=O)NCC(=O)O)ccc1F	.	8	-5	2	6	0.0	-2	-6	0.2	-8	1478
O=C1/C(=C\c2ccc(Br)o2)SC(=Nc2ccccc2)N1c1ccccc1	.	-2	-4	0	.	11*	1	-2	-1.8	2	1381
New compounds follow
SMILES	ROMK mod	PPARg SRC-1 ag	HMGR II inh	bIAP inh	S1P3 antag	RAM inhibit	Lmaj promast	PPARg SRC-2 ag	DTT redox prof	PPARg SRC3 recr	SRC2 TRFRET art
Cc1cc2ccccc2c(=O)[nH]1	.	5	3	14	0	1.1	-4	4	-2.0	0	1619
Cc1ccc(C2CC(c3ccccc3)=NN2C(=O)CSc2nnc(-c3ccncc3)n2C)o1 (centres undefined)	.	2	-4	1	5	0.9	2	5	-0.3	9	1660
CCCCN(C(=S)NC(=O)c1cc(OC)c(OC)c(OC)c1)c1c(N)n(Cc2ccccc2)c(=O)[nH]c1=O	0.34	0	-1	6	5	-0.4	0	10	-0.3	0	1602
O=C(c1cccc(Cl)c1)N1CCCC(C(=O)N2CCCCCC2)C1 (centres undefined)	-0.77	4	1	3	3	2.0	-4	8	-0.1	-6	1548
Cc1ccc(-c2nc(CS(=O)CC(=O)NC3CCCC3)c(C)o2)cc1 (centres undefined)	.	2	-4	-2	-26	2.3	-3	6	-0.4	3	1618
COc1ccc(N2CCN(C(c3ccc4ncccc4c3)c3nnnn3C(C)(C)C)CC2)cc1 (centres undefined)	0.26	7	-4	-8	-16	0.4	-3	8	-1.1	8	1669
CCOC(=O)C1=C2SCCN2C(=O)C(C#N)C1(C)C (centres undefined)	.	11	4	3	.	1.3	-1	-7	-0.6	10	1544
O=C(CSc1c2c(nc3ccc(Cl)cc13)CCCC2)NCCCN1CCOCC1	-0.43	19	3	1	-5	-1.3	27	20	0.6	14	1820
CCc1c(C)nc2ccc(Br)cc2c1Cl	.	4	-2	-1	.	-0.1	5	-4	1.2	-6	1539
C(=N\Nc1nc(N2CCCC2)nc(N2CCCC2)n1)/c1ccccc1OCc1ccccc1	-1.7	-2	1	-18	1	0.4	4	4	-0.1	1	1536
Cn1cccc1C(=O)OCc1csc(-c2ccccc2)n1	.	-3	-6	6	-16	0.8	2	6	0.8	11	1521
O=C(COC(=O)/C=C/c1ccc(S(=O)(=O)N2CCOCC2)cc1)NCc1ccc(F)cc1	5*	1	0	-27	-5	3.5	-1	-3	-0.1	-2	1513
CCCCOc1ccc(C(C)NC(=O)C2CCCN(S(=O)(=O)CC)C2)cc1 (centres undefined)	0.45	2	-4	1	-4	2.4	0	1	-0.5	-3	1854
CC(NC(=O)C12CC3CC(CC(C3)C1)C2)C(=O)NCCN(C)C (centres undefined)	.	5	0	3	-1	1.0	-2	4	-1.5	3	1430
CCOc1ccc(N=Cc2c(O)c3ccccc3oc2=O)cc1	-0.021	6	1	26	1	2.1	-3	10	-0.1	3	1645
Cc1ccc(NC2=C(CC(=O)O)C(c3ccccc3)N(c3ccc(C)cc3)C2=O)cc1 (centres undefined)	-0.0092	4	-6	16	7	2.4	28	-2	0.3	-1	1615
COc1ccc(OC)c(C2=Nn3c(nnc3-c3ccco3)SC2)c1	-0.47	-1	-4	6	.	3.4	29	1	-1.2	5	1627
COc1ccc(/C=C/C(=O)c2ccc(O)cc2)cc1	.	1	0	0	13	-0.4	3	4	0.4	-1	1418
CCOCC(=O)Nc1ccc(C)c(Cl)c1	1.4	5	-7	6	.	0.3	3	6	-0.1	-4	1580
